KCNK9 block: KCNK9 potassium channel inhibitors, primary screen, HEK293 cells, thallium flux; FluxOR thallium flux fluorescence; hits give low values; AID 488922, 2010; Potassium channel subfamily K member 9 (Homo sapiens), Q9NPC2; B-score at 10 µM; 310,000 compounds, 1.2% hits;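 active means ratio B-score over 3 SD below the library mean, with starting fluorescence within 5 SD of its mean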;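 further: negative B-score means less thallium flux so channel inhibition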
GSK3beta inhib: human GSK3beta kinase inhibitors, primary screen, biochemical, cell-free homogeneous, HTS | 300,000 compounds, 0.038% hits | Glycogen synthase kinase-3 beta (Homo sapiens), P49841 | GST-GSK3beta kinase, ADP-Glo luminescence, 60 min; hits give low values | activity score (negative = inhibition), % at 10 µM;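 active means more than half of replicate wells score below -50%, meaning over 50% inhibition versus plate controls; inconclusive means some replicates but at most half score below -50%; inactive means no replicate scores below -50%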;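 further: 0% = median DMSO wells and -100% = median GW8510 positive control wells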
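Test system: GST-fused GSK3beta enzyme, cell-free | Quantity: 1.6 ng GST-GSK3beta enzyme per well | Reagent: 25 µM ATP with peptide substrate | Schedule: 60 min enzyme reaction, room temperature | Signal: Luminescent ADP-Glo measurement of ADP formed | Read-out basis: Score relative to plate controls | Control set: DMSO and 20 µM GW8510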
KCNK3 block: human KCNK3 channel inhibitors, primary screen, CHO cells, FluxOR thallium flux, B-score | B-score at 10 µM | 340,000 compounds, 0.84% hits | FluxOR fluorescence; hits give low values | AID 602410, 2012;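 active means B-score under library mean minus 4 SD, starting fluorescence ratio at most library mean plus 5 SD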;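 further: more negative B-score means stronger inhibition of thallium flux through KCNK3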
KCNQ1 inh: inhibitors of human KCNQ1 channel, primary screen, cell-based, thallium flux, high-throughput | Potassium voltage-gated channel subfamily KQT member 1 (Homo sapiens), P51787 | CHO-K1 KCNQ1, FluxOR thallium flux fluorescence; hits give high values | B-score at 10 µM | 310,000 compounds, 1.3% hits;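 active means compounds whose thallium flux B-score, printed positive for inhibition, exceeds three library SD while starting fluorescence stays within three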;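 further: channel opened by potassium depolarization with thallium stimulus after 20 min compound exposure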
KCNQ1 act: potentiators or activators of KCNQ1 channel, primary screen, cell-based, thallium flux, high-throughput; CHO-K1 KCNQ1, thallium flux FluxOR fluorescence; hits give high values; B-score at 10 µM; 310,000 compounds, 0.35% hits; AID 2648, 2010;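 active means fluorescence ratio B-score, a plate-corrected score, at least three library SD, with initial intensity B-score within 5 SD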
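Assay system: CHO-K1 cells stably expressing KCNQ1; Medium: assay buffer with matched DMSO; Also added: K+/Tl+ depolarizing stimulus; Dosing: single dose; Timing: dye 90 min, compound 20 min, room temperature; Measured by: kinetic FluxOR thallium fluorescence, 10-s 1-Hz baseline, 110-s post-stimulus read; Read-out: peak-minus-minimum fluorescence over initial fluorescence, negative-control normalized, B-scored.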
RGS4 pot: RGS4 potentiators or activators, primary screen, cell-based, HEK293 M3R inducible RGS4, calcium flux; carbachol calcium flux Fluo4; hits give low values; B-score at 10 µM; 310,000 compounds, 0.92% hits; AID 463111, 2010;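 active means B-score of the integrated calcium signal more than 4 SD below the library mean, with starting fluorescence not abnormally high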;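 further: negative B-score means reduced calcium response which marks RGS4 activation or potentiation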
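Also added: carbachol at ECmax as muscarinic agonist stimulus; Assay system: HEK293 cells with stable M3R and inducible RGS4; Timing: overnight RGS4 induction, 30 min dye load 37 °C, 20 min compound RT; Measured by: Fluo4-AM (2 µM) calcium-flux fluorescence, kinetic read.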
PolyA inhibitor: polyadenylation inhibitors in yeast reporter cells, primary screen, luminescence, S. cerevisiae | 300,000 compounds, 0.02% hits | S. cerevisiae SKY197-pL101 polyadenylation reporter, beta-gal luminescence; efflux-impaired pdr1/pdr3 knockout yeast; score 100 = 6 SD above DMSO | calls only at 12 µM;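 active means lowest replicate activity score at least 50, where 100 means six control SD above control mean; inconclusive means lowest score under 50 but half or more replicates reach 50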;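 further: yeast exposed to compound for 9 h at 30 °C; higher score means more reporter readthrough which indicates perturbed polyadenylation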
HDAC3 inhib: HDAC3 deacetylase inhibitors, primary screen, biochemical, fluorescence, cell-free homogeneous; recombinant HDAC3, fluorogenic peptide/trypsin coupled; 320,000 compounds, 0.15% hits; AID 2718, 2010; inhibition, % at 8.3 µM; in the data active means inhibition above about 26%, passing the limit was not always enough; inconclusive means no clear call, values can overlap the other calls
Target sequence (O15379 whole entry, looked up): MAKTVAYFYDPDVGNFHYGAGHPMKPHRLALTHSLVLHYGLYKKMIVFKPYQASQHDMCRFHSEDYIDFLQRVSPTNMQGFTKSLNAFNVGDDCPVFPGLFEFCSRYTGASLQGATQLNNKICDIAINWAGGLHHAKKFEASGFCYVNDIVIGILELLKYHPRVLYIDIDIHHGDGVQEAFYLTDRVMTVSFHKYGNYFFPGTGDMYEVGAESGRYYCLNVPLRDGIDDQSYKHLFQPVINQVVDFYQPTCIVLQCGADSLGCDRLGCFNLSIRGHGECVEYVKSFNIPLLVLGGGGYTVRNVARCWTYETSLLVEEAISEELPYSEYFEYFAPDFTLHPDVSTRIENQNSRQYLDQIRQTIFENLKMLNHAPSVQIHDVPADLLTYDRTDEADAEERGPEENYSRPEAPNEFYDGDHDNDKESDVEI
hERG rescue: hERG rescue from dofetilide block, primary screen, cell-based, CHO-hERG, FluxOR thallium flux, dofetilide IC70. dofetilide IC70 present. activation (rescue from dofetilide block), less the hit threshold, % at 10 µM. Voltage-gated inwardly rectifying potassium channel KCNH2 (Homo sapiens), Q12809. 310,000 compounds, 0.51% hits;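 active means activation above the mean of controls blocked by dofetilide plus 5 SD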;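 further: thallium influx through hERG after potassium depolarization seen as dye fluorescence rise; in these data hits start at about 4.7%; inactives centre near -7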
DYRK1A inh: rat Dyrk1A kinase inhibitors, primary screen, biochemical, single point, plate reader; Dual specificity tyrosine-phosphorylation-regulated kinase 1A (Rattus norvegicus), Q63470; ADP-Glo luminescence, NFATc1 peptide; inhibition, % at 12.5 µM; 310,000 compounds, 0.43% hits; AID 504441, 2011; in the data active means inhibition above about 50%;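 further: plate controls were vehicle with enzyme for no effect and no enzyme for full effect; many of its hits are not listed in these tables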
GSK3A inh: blockers of GSK3A enzyme activity – biochemical, luminescence, cell-free homogeneous, HTS, primary screen; Glycogen synthase kinase-3 alpha (Homo sapiens), P49840; GSK-3 alpha kinase, ADP-Glo luminescence, 60 min; inhibition, % at 10 µM; 320,000 compounds, 0.1% hits; AID 2650, 2010;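 in the data active means inhibition above about 50%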;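 further: GST-tagged GSK-3 alpha with peptide substrate and 25 µM ATP; 0% = DMSO neutral wells and 100% = GW8510 positive control wells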
Target sequence (P49840 whole entry, looked up): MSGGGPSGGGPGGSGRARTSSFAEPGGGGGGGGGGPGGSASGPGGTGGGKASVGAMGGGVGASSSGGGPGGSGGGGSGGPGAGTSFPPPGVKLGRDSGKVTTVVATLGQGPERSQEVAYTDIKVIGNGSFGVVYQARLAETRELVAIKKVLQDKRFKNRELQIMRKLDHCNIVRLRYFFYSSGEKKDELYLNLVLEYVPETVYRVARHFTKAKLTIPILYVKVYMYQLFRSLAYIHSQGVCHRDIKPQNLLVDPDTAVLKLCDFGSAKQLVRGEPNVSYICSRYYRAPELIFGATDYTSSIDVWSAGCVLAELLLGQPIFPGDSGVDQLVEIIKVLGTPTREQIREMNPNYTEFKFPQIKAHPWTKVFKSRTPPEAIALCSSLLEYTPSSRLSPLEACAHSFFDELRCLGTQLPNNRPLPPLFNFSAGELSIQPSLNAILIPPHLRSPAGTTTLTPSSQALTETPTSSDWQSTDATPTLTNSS
An asterisk follows results filed as active; i = inactive; u = inconclusive; x = not tested or not shown.

Order of values – KCNK9 block, GSK3beta inhib, KCNK3 block, KCNQ1 inh, KCNQ1 act, RGS4 pot, PolyA inhibitor, HDAC3 inhib, hERG rescue, DYRK1A inh, GSK3A inh
> CC(NC(=O)Nc1ccccc1)C(c1cccs1)N1CCN(C)CC1 (centres undefined)
    i, 0.5, i, i, i, i, i, x, -6.0, -2.7, -1.2
> CCC1CCCCN1CCCNC(=O)Cn1cc2c(n1)-c1c(oc(C(=O)N3CCCC3)c1C)CC2 (centres undefined)
    i, 3.3, i, i, i, i, i, -2.6, -8.2, x, -3.8
> Cn1c(NCc2ccco2)nc2ccccc21
    i, 0.9, i, i, i, i, i, -0.2, -4.6, x, -2.2
> CCOC(=O)c1c(-c2cccc([N+](=O)[O-])c2)csc1NC(=O)C1CC1
    -8.32*, 0.4, i, i, i, -7.7*, i, 5.1, -8.4, 11.3, 1.6
> CCOC(=O)c1cc(C(=O)NC(C)c2ccccc2)c(C)[nH]c1=O (centres undefined)
    i, 2.9, i, i, i, i, i, 2.4, -2.8, -2.5, 0.0
> CC(C)c1ccc(NC(=O)C2CCN(S(=O)(=O)c3ccc4c(c3)C(C)(C)C(=O)N4C)CC2)cc1
    i, 1.3, i, i, i, i, i, 7.3, -10.1, 1.3, 1.0
> COc1ccc(C(=O)Nc2ncccc2C)cc1S(=O)(=O)N1CCOCC1
    i, 1.7, i, i, i, i, i, -1.4, -7.5, 11.1, -2.2
> O=C(CN1CCN(c2ccc(C(F)(F)F)cn2)CC1)NCc1ccc2c(c1)OCO2
    i, 3.3, i, i, i, i, i, 4.8, -5.7, x, 0.2
> COc1ccc(C(=O)Nn2c(CCC(=O)O)ccc2-c2ccc(C)cc2)cc1OC
    i, 2.4, i, i, i, i, i, 5.2, -4.0, -1.8, -2.1
> Cc1ccc(OCC(=O)Nc2ccccc2C(=O)N2CCCCC2)cc1
    i, -3.4, i, i, i, i, i, 7.2, -9.9, -3.6, -3.9
> Cc1cccc(CN2CCC(CNC(=O)CSc3cc(=O)n(C)c4cc(Cl)ccc34)CC2)c1
    i, 1.4, i, i, i, i, i, -4.4, -22.0, -6.6, 0.6
> O=C(NCCNC(=O)c1cc(OCC(F)(F)F)ccc1OCC(F)(F)F)Nc1cccc(C(F)(F)F)c1
    i, 1.8, i, i, i, i, i, 36.3*, -6.4, -4.4, -0.9
> O=C(CSc1nnc(-c2cccnc2)o1)N1CCCCC1
    i, -0.5, i, i, i, i, i, -3.2, -4.3, -0.9, -0.6
> O=C(CN1C(=O)NC(c2ccccc2)(c2ccccc2)C1=O)Nc1cccnc1Cl
    i, -3.1, i, i, i, i, i, x, -4.4, -1.9, 2.1
> COc1ccc(NC(=O)COc2ccc(CNCCCN3CCOCC3)cc2OC)cc1
    i, 0.0, i, i, i, i, i, -1.5, -3.5, -2.8, -0.1
> Cc1cc(C)n(C(=O)c2cc3ccccc3c(=O)o2)n1
    i, -1.8, i, i, i, i, i, 14.6, -5.6, -8.7, -3.0
> Cc1ccc(S(=O)(=O)N(C)CC(=O)NCc2ccncc2)cc1
    i, 2.4, i, i, i, i, i, -12.6, -17.7, 1.5, -2.2
> COC(=O)c1cccc(-n2nnnc2SCC(=O)Nc2nc3c(s2)CCCC3)c1
    i, -2.4, i, i, i, i, i, 5.3, -0.8, 0.9, x
> CSc1cccc(NC(=O)CNC(=O)c2ccc3c(c2)OCO3)c1
    i, 0.1, i, i, i, i, i, 6.9, -10.4, -1.4, -0.7
> COc1ccc(-c2cc(-c3nnc(COC(=O)c4ccncc4)o3)c3ccccc3n2)cc1OC
    i, 2.4, i, i, i, i, i, -5.6, -17.6, x, -2.8
> CCCc1nc2c(sc3nc4c(cc32)COC(C)(C)C4)c(=O)n1CCN(C)C
    i, 0.1, i, i, i, i, i, -4.6, -4.5, x, -0.1
> O=C(N1CCCCC1)N1CCN(C(=O)N2CCCCC2)CC1
    i, -0.1, i, i, 10*, i, i, 9.2, -1.3, 3.1, -8.3
> CCO[C@H]1OC(C(=O)Nc2ccccc2)=C[C@@H](c2cn(C(C)=O)c3ccccc23)[C@@H]1CCCO
    i, -1.8, i, i, i, i, i, 2.4, -13.1, 1.9, 2.2
> COc1ccc(C(CNC(=O)Cn2c(=O)oc3ccccc32)N(C)C)cc1 (centres undefined)
    i, 1.2, i, i, i, i, i, 0.5, -8.5, -1.2, -4.8
> COc1cccc(CCN2CCC(CNS(=O)(=O)c3cc(-c4cc(C)no4)ccc3OC)CC2)c1
    i, 1.9, i, i, i, i, i, -4.7, -7.3, 0.4, -1.3
> CCC1Oc2ccc(C)cc2N(CC(=O)N(Cc2ccc3c(c2)OCO3)CC2CCCO2)C1=O (centres undefined)
    i, -1.5, i, i, i, i, i, -0.2, -7.0, -1.6, -3.0
> O=C(c1ccc(CS(=O)(=O)c2ccc(Br)cc2)o1)N1CCN(c2ncccn2)CC1
    i, 1.1, i, i, i, i, i, 2.4, -2.3, 10.1, -1.0
> CC1CCc2c(sc(NC(=O)Cn3cnc([N+](=O)[O-])n3)c2C(N)=O)C1 (centres undefined)
    i, 0.3, i, i, i, i, i, -5.2, -9.9, -2.2, x
> COc1ccc2c(c1)c(CC(=O)Nc1nnc(C3CC3)s1)c(C)n2C(=O)c1ccc(Cl)cc1
    i, 1.2, i, i, i, i, i, 3.7, -13.1, -7.2, -3.9
> O=C(Nc1c2c(nn1-c1cccc(Cl)c1)CS(=O)(=O)C2)c1cccs1
    i, 2.8, i, i, i, i, i, 1.8, -7.7, 3.5, 0.2
> CCOC(=O)N1CCN(c2c(Nc3ccc4c(c3)OCCO4)c(=O)c2=O)CC1
    i, 1.0, i, i, i, i, i, 9.6, -7.5, 9.5, -0.1
> CN1CCN(/N=C/c2ccc(N(c3ccccc3)c3ccccc3)cc2)CC1
    i, 4.1, i, i, i, -7.85*, i, -4.1, -27.3, 0.0, -3.2
> CC(C)C(c1nnnn1C1CCCC1)N1CCCc2ccccc21 (centres undefined)
    i, 0.4, i, i, i, i, i, 16.4, -15.3, 7.9, -2.5
> Cc1ccc(N2CCN(C3=NC(=O)/C(=C\c4cn[nH]c4-c4ccccc4)S3)CC2)cc1
    i, 0.0, i, i, i, i, i, -9.3, -3.3, -6.4, 1.5
> COC(=O)c1ccc2nc(Nc3nc4ccc(F)cc4s3)sc2c1
    i, -2.3, i, i, i, i, i, -3.5, -3.6, 5.1, -0.6
> Cc1ccc(C)c(C(=O)COc2ccccc2[N+](=O)[O-])c1
    i, 0.7, i, i, i, i, i, 0.1, 0.1, -0.4, 0.2
> CC(Oc1ccc(F)cc1Br)c1nc2ccccc2c(=O)[nH]1 (centres undefined)
    i, -3.1, i, i, i, i, i, -0.5, -12.2, -3.6, -1.3
> COc1ccc(Nc2ncc3c(n2)CC(c2ccc(OC)cc2)CC3=O)cc1 (centres undefined)
    i, x, i, i, i, i, i, 8.6, -2.2, 1.0, 0.9
> CCOc1ccc(NC(=O)Nc2ccc3c(c2)nc(C)n3C)cc1
    i, 2.1, i, i, i, i, i, -3.6, -2.0, 1.4, 0.5
> CC(C)(C)c1cc(Br)ccc1OCC(=O)Nc1ncn[nH]1
    i, 1.6, i, i, i, i, i, 0.4, -6.1, -1.0, 1.9
> CC(=O)N1CCC(N(C(=O)Nc2ccc(F)cc2)C2CCCC2)CC1
    i, 0.4, i, i, i, i, i, 9.2, -9.3, 0.9, 0.6
> CC(C)C[C@@]12C(=O)N(c3ccc(Br)cc3)C(=O)N1[C@H](c1ccc(Br)cc1)[C@@H]1C(=O)N(C(C)(C)C)C(=O)[C@@H]12
    i, 0.7, i, i, i, i, i, 17.9, -1.6, 2.3, 0.5
> Cc1ccc(C(=O)NC(C)CCc2ccccc2)cc1[N+](=O)[O-] (centres undefined)
    i, -0.2, i, i, i, i, i, 0.1, -2.9, -2.3, -0.9
> COc1cc(NC(=O)c2ccc(CNc3c(N4CCCC4)c(=O)c3=O)cc2)cc(OC)c1OC
    i, 3.4, i, i, i, i, i, 9.0, -8.9, -7.3, 2.5
> O=C(Nc1nc(N2C(=O)c3ccccc3C2=O)n(-c2ccccc2)n1)c1ccc(F)cc1
    i, -2.7, i, i, i, i, i, -1.2, -10.4, 1.1, -0.6
> NC(=O)CCN1CCC(c2nc3ccccc3s2)CC1
    i, x, i, i, i, i, i, 5.4, -5.9, 3.2, -1.8
> CCn1c(CNC(=O)Cc2ccc(OC)cc2)nnc1SCC(=O)c1ccc(Br)cc1
    i, -5.2, i, i, i, i, i, 5.3, -8.5, 0.0, 4.3
> Cc1oc(-c2ccccc2F)nc1CS(=O)(=O)CC(=O)NCCCN1CC(C)CC(C)C1 (centres undefined)
    i, -2.4, i, i, i, i, i, u, -6.2, 3.4, -0.4
> Cc1ccc(-c2[nH]ncc2CN2CCN(C(=O)c3cccs3)CC2)cc1C
    i, 2.7, i, i, i, i, i, -0.7, -11.5, 3.8, 11.6
> CN(C)C(=O)c1cc(C(=O)c2ccc(C(F)(F)F)cc2F)c[nH]1
    i, -0.3, i, i, i, i, i, 4.1, -6.3, -4.9, 0.5
> NC(=O)C1CCN(CC(=O)Nc2nccs2)CC1
    i, -0.7, i, i, i, i, i, -3.9, -6.5, 1.8, 5.4
> O=C(O)CCN(CCC(=O)O)c1nnc(SCc2ccccc2)s1
    i, 0.9, i, i, i, i, i, 0.0, -15.4, 1.9, -0.2

Source: PubChem BioAssay

Not all compounds are listed, so the mix of outcomes need not match the whole.
